Bioassay records deposited in PubChem BioAssay by several laboratories.
ARFGAP1 inhibitor: inhibitors of rat ARFGAP1 GAP activity, primary screen, biochemical, fluorescence polarization, GDP tracer. 360,000 tested, 0.26% active. inhibition, % at 16.5 µM. ADP-ribosylation factor GTPase-activating protein 1 (Rattus norvegicus), Q62848. AID 651572, 2012. Arfgap1-stimulated ARF1 GTP hydrolysis, GDP FP detection;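 active = inhibition above a per-plate limit, mean inhibition of low control wells plus 3 SD, cut at about 25% in these data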;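 note: 0% = DMSO wells with enzyme and 100% = wells lacking Arfgap1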
Target sequence (Q62848 1-136 limits assumed): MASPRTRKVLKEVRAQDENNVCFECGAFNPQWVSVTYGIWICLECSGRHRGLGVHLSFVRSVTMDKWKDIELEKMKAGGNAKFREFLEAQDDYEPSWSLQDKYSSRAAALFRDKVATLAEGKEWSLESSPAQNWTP
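Material – truncated rat Arfgap1 GAP domain · Buffer or medium – HEPES-based buffer, pH 7.5 · Reagent – human ARF1(Δ1-17)-GTP substrate · Dosing – 16.5 µM single point, 1.26% DMSO · Schedule – GTP hydrolysis reaction 2 h at 25 °C · Technique – GDP detection by fluorescence polarization · Benchmarks – No-Arfgap1 wells (100%) versus DMSO full-reaction wells (0%) · Repeats – single replicate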
ASAP1 GAP inh: inhibitors of human ASAP1 ArfGAP activity, primary screen, biochemical, fluorescence polarization; AID 624377, 2012; ASAP1-stimulated ARF1 GTP hydrolysis, GDP FP detection; 360,000 tested, 0.19% active; inhibition, % at 16.5 µM; Arf-GAP with SH3 domain, ANK repeat and PH domain-containing protein 1 (Homo sapiens), …; in the data active = inhibition above about 25%;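 note: 0% = vehicle with enzyme and substrate and 100% = no enzyme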
Target sequence (Q9ULH1 325-724 limits assumed): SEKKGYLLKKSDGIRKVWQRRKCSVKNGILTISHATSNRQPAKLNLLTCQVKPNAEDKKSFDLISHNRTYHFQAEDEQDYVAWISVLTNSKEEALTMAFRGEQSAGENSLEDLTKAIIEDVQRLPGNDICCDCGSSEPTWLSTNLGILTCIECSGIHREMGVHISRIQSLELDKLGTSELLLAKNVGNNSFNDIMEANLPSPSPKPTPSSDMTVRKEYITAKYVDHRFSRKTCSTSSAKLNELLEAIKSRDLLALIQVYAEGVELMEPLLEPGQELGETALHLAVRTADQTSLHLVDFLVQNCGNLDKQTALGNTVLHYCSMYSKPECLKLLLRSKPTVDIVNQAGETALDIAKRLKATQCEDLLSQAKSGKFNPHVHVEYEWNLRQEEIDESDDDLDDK
GC-A act: GC-A stimulated cGMP production enhancers – HEK293 GC-A cells, cGMP TR-FRET, EC30 ANP, primary screen; Atrial natriuretic peptide receptor 1 (Homo sapiens), P16066; 0% at EC30 ANP, 100% saturating ANP; activation, % at 10 µM; 370,000 tested, 0.14% active; AID 1671463, 2021; in the data active = activation above about 40%
NR1D1 modulator: modulators of Rev-erb alpha DNA binding, primary screen, biochemical, FITC-DNA, fluorescence polarization, uHTS | Nuclear receptor subfamily 1 group D member 1 (Homo sapiens), P20393 | Rev-erbα–FITC-DNA binding, 90 min | activity, % at 10 µM | 370,000 tested, 0.79% active | AID 1259318, 2017;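 active = activity above about 14%, limit read from the data; passing the limit was not always enough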;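 note: 0% = DMSO wells with 35 nM protein and 100% = DMSO wells with 750 nM protein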
rCAG binder: binders of r(CAG) RNA repeats, primary screen, biochemical, fluorescence; inhibition, % at 3 µM; 370,000 tested, 1.3% active; AID 651821, 2012; r(CAG) RNA repeat, TO-PRO-1 dye displacement fluorescence;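 active = inhibition above the plate cutoff, the mean of all test compounds on that plate plus 3 SD, cut at about 35% in these data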;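 note: 0% = DMSO alone and 100% = 100 µM mitoxantrone as full dye displacement; higher means more dye released from RNA so lower well fluorescence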
SMARCA2 activ: SMARCA2 (BRM) function activators, primary screen, cell-based, luminescence, high throughput; MG213 cells, MMTV-luciferase reporter, dexamethasone, overnight; 370,000 tested, 1% active; AID 652017, 2013; activation, % at 9.1 µM; in the data active = activation above about 7.8%;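 note: 0% = vehicle wells and 100% = reference activator wells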
PG9 binder: binders of HIV-1 gp120 antibody PG9, primary screen, biochemical, TR-FRET; HIV-1 gp120 / PG9 antibody interaction; TR-FRET gp120-PG9 antibody binding; inhibition, % at 6.7 µM; 360,000 tested, 0.43% active; in the data active = inhibition above about 8.5%
NPR2 activator: human GC-B receptor activators, primary screen, HEK293 GC-B cells, cGMP TR-FRET, EC30 CNP. 0% at EC30 CNP, 100% saturating CNP. activation, % at 10 µM. 370,000 tested, 0.11% active. AID 1920062, 2024;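 active = activation at 10 µM reaching about 35% in either raw or pattern-adjusted values, limit read from the data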
mABHD4 FP: ABHD4 inhibitors, primary screen, biochemical, fluorescence polarization, mouse; inhibition, % at 8.92 µM; 370,000 tested, 0.54% active; (Lyso)-N-acylphosphatidylethanolamine lipase (Mus musculus), Q8VD66; purified mABHD4, FP-Rh probe fluorescence polarization;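 active = inhibition exceeding the mean over every tested compound plus 3 SD, cut at about 30% in these data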;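 note: 0% = plate median of compound wells and 100% = S159A mutant with DMSO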
Target sequence (Q8VD66 whole entry, looked up): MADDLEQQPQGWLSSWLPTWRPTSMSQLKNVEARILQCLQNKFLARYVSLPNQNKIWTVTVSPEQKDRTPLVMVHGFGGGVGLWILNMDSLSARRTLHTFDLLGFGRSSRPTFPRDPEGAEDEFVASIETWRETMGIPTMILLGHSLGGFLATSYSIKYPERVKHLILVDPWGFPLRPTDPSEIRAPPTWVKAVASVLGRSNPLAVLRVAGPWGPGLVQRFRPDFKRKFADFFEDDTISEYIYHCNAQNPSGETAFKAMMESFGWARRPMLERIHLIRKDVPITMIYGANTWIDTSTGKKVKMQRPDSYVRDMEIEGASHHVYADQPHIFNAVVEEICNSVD
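System: mouse ABHD4 enzyme, wild type / Medium: HEPES pH 7.0, NaCl, Pluronic buffer / Reagent: FP-Rh activity-based fluorescent probe / Control set: S159A mutant high control, sample median low control / Detection: fluorescence polarization with parallel and perpendicular emission, 525/598 nm / Schedule: 45 min + 60 min at 25 °C / Compound dosing: 8.92 µM, single dose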
HTRA1 inh: HTRA1 serine protease inhibitors, primary screen, biochemical, fluorescence polarization, HTS; Q92743; recombinant HTRA1, FP-rhodamine activity-based probe; inhibition, % at 5.96 µM; 340,000 tested, 0.5% active; in the data active = inhibition above about 36%;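 note: 0% = enzyme with DMSO and 100% = wells lacking enzyme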
The depositor's hits bear a star; · = no result given.

Preview:
| smiles | ARFGAP1 inhibitor | ASAP1 GAP inh | GC-A act | NR1D1 modulator | rCAG binder | SMARCA2 activ | PG9 binder | NPR2 activator | mABHD4 FP | HTRA1 inh |
| --- | --- | --- | --- | --- | --- | --- | --- | --- | --- | --- |
| O=C(c1ccc(S(=O)(=O)N2CCC(c3nc4ccccc4s3)CC2)cc1)N1CCOCC1 | -1 | -1 | 1 | -3 | -1 | 0 | -1.5 | 4 | 6 | 2 |
| O=C1C2CCCN2C(c2ccccc2F)N1c1ccc(Cl)cc1 (configuration not stated) | 7 | -2 | -5 | 3 | -2 | -1 | 0.9 | -6 | -4 | 5 |

The list itself (from the top)
| smiles | ARFGAP1 inhibitor | ASAP1 GAP inh | GC-A act | NR1D1 modulator | rCAG binder | SMARCA2 activ | PG9 binder | NPR2 activator | mABHD4 FP | HTRA1 inh |
| --- | --- | --- | --- | --- | --- | --- | --- | --- | --- | --- |
| O=C(c1ccc(S(=O)(=O)N2CCC(c3nc4ccccc4s3)CC2)cc1)N1CCOCC1 | -1 | -1 | 1 | -3 | -1 | 0 | -1.5 | 4 | 6 | 2 |
| O=C1C2CCCN2C(c2ccccc2F)N1c1ccc(Cl)cc1 (configuration not stated) | 7 | -2 | -5 | 3 | -2 | -1 | 0.9 | -6 | -4 | 5 |
| O=C(O)CCC(=O)NNc1nc(-c2ccccc2)c2cc(Cl)ccc2n1 | -12 | 4 | -2 | 5 | 2 | 0 | -0.8 | 1 | 6 | 9 |
| O=C(N/N=C/c1ccc(F)cc1)c1c(O)c2ccccc2[nH]c1=O | 3 | -3 | 8 | -17 | 3 | -3 | -1.6 | -1 | -6 | 0 |
| O=C(NCCCNCc1ccccc1)c1ccncc1 | -5 | -7 | 1 | -3 | 2 | 0 | -2.4 | 3 | -1 | 0 |
| COCCn1c(-c2ccc(C)cc2)nc2c(c(=O)c3ccccc3n2C)c1=O | -1 | -3 | 1 | -3 | -4 | 1 | -0.9 | 0 | 2 | 6 |
| O=C1c2ccccc2C2Cc3nnccc3CN12 (configuration not stated) | 11 | -8 | 1 | 4 | 5 | -3 | 0.2 | 0 | -4 | · |
| Cc1csc2c(SCC(=O)NNS(=O)(=O)c3cccc(C(F)(F)F)c3)ncnc12 | -1 | -10 | 1 | -3 | 5 | -5 | 0.2 | 2 | 4 | -1 |
| COc1cc(O)cc(O)c1C(=O)/C=C/c1ccccc1 | 16 | -4 | 0 | 1 | 22 | 5 | 1.1 | -9 | -38 | -15 |
| OC(CNCCCCNCC(O)C(F)(F)F)C(F)(F)F (configuration not stated) | -15 | 8 | 2 | 0 | -4 | -1 | 0.0 | 0 | -3 | 9 |
| CC1CC/C(=C\c2ccc3c(c2)OCO3)C(=O)/C1=C/c1ccc2c(c1)OCO2 (configuration not stated) | -10 | 8 | -1 | 3 | 7 | -4 | -1.8 | -20 | -3 | -5 |
| COc1ccc(Nc2ncccc2C(=O)Nc2ccccc2)cc1 | -1 | 12 | -1 | 2 | 2 | -2 | -2.5 | 0 | -4 | -5 |
| CCCCOc1nc2ccccc2nc1C(C#N)S(=O)(=O)c1ccccc1 (configuration not stated) | 10 | 6 | -2 | 1 | 13 | 0 | -0.5 | -3 | 8 | 5 |
| Cc1cccc(NC(=O)N(Cc2nc3ccccc3c(=O)[nH]2)C2CCCC2)c1 | 2 | 13 | -5 | 5 | -4 | -3 | -0.4 | -5 | 1 | -13 |
| CC(=O)NC(CCS(C)(=O)=O)C(=O)Nc1ccccc1C (configuration not stated) | -1 | 1 | 3 | 1 | 1 | -2 | 0.6 | 7 | -5 | 2 |
| COc1ccc(NC(=O)CNC(=O)c2nn(-c3ccc(OC)cc3OC)c(=O)c3ccccc23)c(OC)c1 | 8 | 3 | 2 | 1 | 4 | -2 | 2.0 | -2 | -6 | 1 |
| COc1ccccc1C(=O)NC(=O)COc1cc(Cl)ccc1Cl | -8 | -5 | 6 | 6 | 3 | -1 | 0.5 | -7 | 5 | -2 |
| C[C@H](CO)N1C[C@H](C)[C@@H](CN(C)S(=O)(=O)c2cn(C)cn2)OCc2cn(nn2)CCCC1=O | 2 | 2 | -2 | 4 | 2 | -4 | -0.6 | 0 | -1 | 9 |
| Cc1nn(CC(=O)N2CCCCCC2)c(=O)c2cc3occc3n12 | 1 | 17 | 0 | 2 | -3 | -1 | -1.3 | 1 | 1 | 3 |
| O=C(Nc1ccccc1)[C@@H]1CC=C[C@@H]2CCN(Cc3ccc(Cl)c(Cl)c3)C(=O)[C@@H]21 | 0 | 7 | -1 | 4 | 14 | -2 | 0.7 | -2 | -23 | -19 |
| Cc1cc(C)cc(CC(=O)N2CCC2(C)C(=O)NS(=O)(=O)c2ccc(C#N)cc2)c1 (configuration not stated) | 10 | 6 | -2 | 2 | 5 | -2 | -0.7 | 0 | 7 | · |
| O=C(CN1C(=O)NC2(CCCCC2)C1=O)Nc1ccccc1N1CCCCC1 | -3 | -4 | 3 | 8 | -4 | 2 | -3.2 | 2 | 0 | -8 |
| CCOc1ccc(NC(=O)CN(C)C(=O)c2cn(-c3ccc(C)cc3)nc2-c2cccc(OC)c2)cc1OCC | 11 | 34* | -4 | -4 | 9 | 4 | -3.0 | -2 | -14 | -54 |
| CS(=O)(=O)N1CCC(C(=O)Nc2c(F)cccc2F)CC1 | 10 | 9 | 5 | -3 | -4 | -4 | -0.3 | 7 | 5 | 5 |
| Cc1ccc([N+](=O)[O-])cc1NC(=O)C(C)N1CCCCC1 (configuration not stated) | 6 | 4 | 1 | -1 | -2 | 3 | -0.1 | 0 | -2 | 1 |
| Cc1noc(C)c1C(=O)OCC(=O)Nc1cccc(F)c1 | -7 | 2 | 5 | 4 | 0 | 1 | 1.5 | 3 | 4 | 7 |
| Cc1ccc(NC(=O)CN(C)C(=O)C(C)OC(=O)c2ccccc2NCCO)cc1 (configuration not stated) | 11 | -8 | 0 | -5 | -2 | -2 | 0.5 | -3 | 2 | 1 |
| COc1ccc(OC)c(NC(=O)CN(c2ccc(OC)c(Cl)c2)S(C)(=O)=O)c1 | 11 | 6 | -26 | 7 | 3 | 5 | -3.4 | -9 | 2 | -6 |
| Cc1noc(C)c1C(=O)Nc1nc(-c2ccc(F)c(F)c2)cs1 | -5 | 2 | 4 | -10 | 6 | 0 | -2.1 | 0 | -8 | 1 |
| Cn1ncc2c(Sc3ccc(Cl)cc3)ncnc21 | 2 | 5 | 2 | 3 | -1 | 0 | 0.9 | -6 | -3 | 3 |
| O=C(NCc1nnnn1-c1ccc(Cl)cc1)C(=O)c1c[nH]c2ccccc12 | 5 | -2 | -3 | 0 | 3 | -3 | 1.5 | -3 | -12 | -10 |
| COc1cc(NC(=O)[C@@H]2O[C@H](CO)[C@@H](O)[C@H]2O)cc(OC)c1OC | -10 | -1 | 2 | -6 | 3 | -3 | 2.7 | -1 | 2 | · |
| Cc1ccc(N/C=C/C(=O)c2ccccc2)cc1Br | 2 | -4 | 0 | 3 | 1 | 6 | -2.6 | -6 | -6 | -11 |
| COCCn1c(SCC(=O)Nc2cc(C)on2)nc2c(c1=O)SC(C)C2 (configuration not stated) | -11 | -11 | 1 | -1 | 2 | 3 | -3.2 | 0 | 4 | 2 |
| CN(C)S(=O)(=O)n1cc(/C=C(\NC(=O)c2ccccc2)C(=O)N2CCCC2)c2ccccc21 | 8 | -2 | -6 | -2 | -7 | 1 | 0.8 | -2 | -3 | 2 |
| CCCOc1ccc(C2c3c(oc4ccccc4c3=O)C(=O)N2CCCN2CCOCC2)cc1 (configuration not stated) | 3 | 8 | 4 | 3 | 3 | 1 | -1.2 | 5 | -3 | -16 |
| CCCCCC(=O)N1C[C@@H](n2cc(-c3ccc(F)cc3)nn2)[C@H](O)C[C@@H]1c1ccc(Cl)cc1 | 6 | -7 | -13 | 0 | 5 | 1 | 1.0 | -4 | -25 | -76 |
| CCOC(=O)c1c(S(=O)(=O)NCC(=O)Nc2ccc(C)cc2)c(C)n(C)c1C | -7 | 10 | -2 | 0 | -1 | 0 | 0.9 | 0 | 5 | 3 |
| CCOC(=O)c1ccc(NS(=O)(=O)c2c(C)nc3sccn3c2=O)cc1 | 3 | 11 | -2 | -4 | 2 | -5 | 1.9 | -11 | 1 | 2 |
| O=C(O)C1CCCCC1C(=O)Nc1ccc(F)c(F)c1 (configuration not stated) | 8 | -12 | 1 | 3 | 1 | 0 | -1.2 | 0 | 3 | 4 |
| CCCN1C(=O)/C(=C/c2ccc(C)o2)SC1=Nc1ccc(OCC)cc1 | -5 | 7 | 0 | 5 | 5 | -1 | 1.2 | 6 | 7 | 6 |
| Cc1oc2ccc(Br)cc2c(=O)c1-c1nn[nH]n1 | -2 | 3 | 1 | -3 | 0 | 0 | -1.8 | 1 | 0 | 4 |
| CCS(=O)(=O)Nc1cccc(C2=NN(S(=O)(=O)c3ccccc3)C(c3ccco3)C2)c1 (configuration not stated) | -9 | -14 | -5 | 3 | 4 | 2 | -0.7 | 1 | -2 | -6 |
| NC(=O)COC(=O)CSc1cccc2cccc(Cl)c12 | 2 | -13 | -7 | 5 | 1 | 4 | -0.1 | -6 | 0 | -5 |
| CC1(C(=O)NS(=O)(=O)c2cccc(F)c2)CCN1C(=O)C1CCCCC1 (configuration not stated) | -7 | -2 | -1 | -7 | 3 | -2 | 1.7 | 1 | -5 | · |
| Cc1cc(F)ccc1S(=O)(=O)N1CCCOC1CNC(=O)C(=O)NCCN1CCOCC1 (configuration not stated) | 4 | 11 | 1 | -1 | -2 | -3 | -1.1 | -4 | 3 | 7 |
| O=C1C=CC(c2ccccc2)(c2ccccc2)CC1 | 2 | -6 | 2 | 0 | -1 | 2 | -2.7 | -1 | -3 | -2 |
| COC(=O)[C@@]12CCCCN1[C@H](c1ccc(-c3ccc(OC)cc3)cc1)[C@H]1C(=O)N(C)C(=O)[C@H]12 | -6 | -4 | 2 | -3 | 1 | 1 | -2.9 | -3 | 6 | -2 |
| O=C(CSc1nc2ccccc2[nH]1)NN=Cc1c(F)cccc1Cl | · | · | -2 | 0 | 2 | 2 | · | -2 | -5 | · |
| COc1cccc(CN2CCC(n3nccc3NC(=O)CCCc3ccccc3)CC2)c1O | 23 | -5 | -3 | 4 | -5 | -3 | 0.5 | 4 | 4 | -3 |
| CC1CC(C)CN(S(=O)(=O)c2ccc3c(c2)NC(=O)C(C)C(=O)N3)C1 (configuration not stated) | 2 | 0 | 3 | 5 | 1 | -2 | 0.7 | 3 | 8 | -7 |
| O=C(Nc1nc(-c2ccccc2)cs1)C1CCCN(S(=O)(=O)c2cccc([N+](=O)[O-])c2)C1 (configuration not stated) | 3 | -5 | 3 | -2 | 12 | -4 | -0.3 | -3 | -14 | -28 |

Not a hit list. Share with any hit: about 4.4%.
